Compound activity (PubChem BioAssay)
PMI activator = phosphomannose isomerase (human) activation | purified human PMI, coupled resazurin fluorescence, 20 min; active compounds read high; 1 = vehicle control, 0 substrate-free wells | AID 1214 | P34949 | activation factor at 20 µM | 190,000 compounds, 0.005% hits;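 active means activation factor of 2 or more at 20 µM, relative to plate controls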
Diaphorase act = activates diaphorase or chemically reduces, flagging diaphorase assay artifacts; Diaphorase/resazurin coupled assay, resorufin fluorescence, 16 min; active compounds read high; 1 = vehicle wells, 0 = NADH-free wells; activation factor at 20 µM; 190,000 compounds, 0.005% hits; AID 1229;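 active means diaphorase activity raised at least twofold by the compound at 20 µM; inactive means activation factor below 2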
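System – purified diaphorase enzyme from Clostridium kluyveri · Input – enzyme 0.07 U/mL final · Also added – final NADH 0.114 mM, resazurin 0.1 mM · Measured by – fluorescence of resorufin, 544 nm excitation, 590 nm emission · Timing – 16 min enzyme reaction, ambient temperature · Measure – resorufin increase flagging diaphorase activators or reducers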
G6PDH CS = L. mesenteroides G6PDH inhibition counter-screen; 200,000 compounds, 0.12% hits; Purified L. mesenteroides G6PDH, diaphorase/resazurin coupled fluorescence, 45 min; inhibition, % at 5 µM; in the data active means inhibition above about 50%
TNAP act hiacc = increases human TNAP activity under high phosphate acceptor concentration. activation factor at 20 µM. purified TNAP, CDP-star luminescence, 1 M DEA, 30 min; active compounds read high; 0 = EDTA background, 1 = DMSO-only activity. P05186. 200,000 tested, under 10 active. AID 1136;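 active means activation factor at least 2 at 20 µM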
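Assay system: human TNAP; Input: enzyme diluted 1/800 final; Reagent: CDP-star luminogenic substrate at 100 µM final; Timing: 30 min, room temperature; Signal: luminescence; Evaluation: TNAP activation factor scaled between EDTA and DMSO control wells.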
Diaphorase inh = inhibits diaphorase or chemically oxidizes, flagging diaphorase assay artifacts; inhibition, % at 20 µM; 190,000 compounds, 0.69% hits; AID 1217; diaphorase resazurin-to-resorufin fluorescence, NADH, 16 min; bacterial (C. kluyveri) enzyme, not human;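 active means primary screen inhibition at 20 µM above a set limit, cut at about 50% in these data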;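 further: plate controls were DMSO with full reaction for no effect and wells lacking NADH for full effect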
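Test system: bacterial diaphorase enzyme (C. kluyveri); Quantity: 0.14 U/mL diaphorase, enzyme working solution; Times: reaction incubation of 16 min at room temperature; Measured by: fluorescence of resorufin formed from resazurin, Ex 544/Em 590 nm; Benchmarks: positive control minus NADH, DMSO neutral control.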
HMGR II inh = E. faecalis class II HMG-CoA reductase inhibition; purified E. faecalis HMGR, NADPH absorbance 340 nm kinetic; inhibition, % at 10 µM; 190,000 compounds, 0.41% hits;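 active means inhibition above a set limit, the median over all tested compounds plus 3 SD, cut at about 9.5% in these data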;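 further: enzyme runs in reverse so mevalonate oxidation gives rising NADPH absorbance; 0% = complete reaction with DMSO and 100% = background rate lacking mevalonate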
FLuc stim CS = affects firefly luciferase, flagging false hits in luciferase stimulation screens. ATPlite luciferase biochemical, luminescence, 10 min; 0 = ATP-free wells, 1 = DMSO control. 200,000 tested, under 10 active. activation factor at 10 µM. P08659. AID 1027;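 active means luciferase activation factor, scaled between plate controls, of at least 2 with compound at 10 µM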
Target sequence (P08659 whole entry, looked up): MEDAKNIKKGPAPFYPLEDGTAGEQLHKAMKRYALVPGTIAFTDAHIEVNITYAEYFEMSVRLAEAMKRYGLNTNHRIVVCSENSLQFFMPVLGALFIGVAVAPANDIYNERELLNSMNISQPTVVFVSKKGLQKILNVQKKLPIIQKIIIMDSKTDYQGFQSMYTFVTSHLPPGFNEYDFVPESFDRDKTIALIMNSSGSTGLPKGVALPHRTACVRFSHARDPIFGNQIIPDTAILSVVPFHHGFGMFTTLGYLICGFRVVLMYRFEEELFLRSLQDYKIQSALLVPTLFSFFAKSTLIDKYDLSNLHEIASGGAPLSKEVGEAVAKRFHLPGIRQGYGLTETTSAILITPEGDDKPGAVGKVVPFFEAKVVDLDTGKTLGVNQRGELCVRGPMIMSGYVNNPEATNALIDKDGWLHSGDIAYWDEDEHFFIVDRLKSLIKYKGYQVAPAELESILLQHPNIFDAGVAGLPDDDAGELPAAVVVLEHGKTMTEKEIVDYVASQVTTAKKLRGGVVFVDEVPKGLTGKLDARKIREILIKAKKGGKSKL
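Material: luciferase plus luciferin reagent, cell-free. Medium: PBS buffer for ATP. Also added: ATP substrate, dispensed from a 10.24 µM working solution in PBS. Doses: test compounds dosed from 2 mM stocks in 100% DMSO. Incubation: 10 min post-reagent at room temperature. Technique: light output (luminescence). Read-out basis: luminescence gain marking luciferase activators.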
PMI act satM6P = PMI (human) activation, high substrate; AID 1216; coupled PMI enzyme assay, resazurin fluorescence, 20 min; active compounds read high; 1 = untreated enzyme, 0 = substrate-free blank; activation factor at 20 µM; 190,000 compounds, 0.34% hits; P34949;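 active means activation factor of 2 or more at 20 µM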
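Material: human phosphomannose isomerase with PGI, G6PDH, diaphorase coupling enzymes; amount: PMI at 15 ng/mL final; also added: Mannose-6-phosphate 1.0 mM (near-saturating) plus 0.22 mM NADP+; incubation: enzyme reaction with compound 20 min at room temperature; signal: resorufin fluorescence (Ex 544/Em 590 nm) from resazurin via diaphorase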
TNAP inh no acc = blocks human TNAP activity with no phosphate acceptor present | AID 1012 | purified TNAP, CDP-star luminescence, 30 min | P05186 | inhibition, % at 20 µM | 200,000 compounds, 0.26% hits;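 active means tissue-nonspecific alkaline phosphatase inhibition above about 50% at 20 µM in the single-dose screen, limit read from the data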;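 further: 0% = DMSO negative control and 100% = EDTA positive control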
TNAP inh hiacc = blocks human TNAP under high phosphate acceptor concentration; P05186; inhibition, % at 20 µM; 200,000 compounds, 0.03% hits; purified TNAP, CDP-star luminescence, 1 M DEA;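 active means over 50% inhibition of tissue-nonspecific alkaline phosphatase at 20 µM in the single-dose screen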;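 further: plate controls were DMSO wells for no effect and EDTA-quenched wells as full inhibition for full effect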
An asterisk follows results filed as active. No enrichment for hits; about 1.7% have a hit in one of these screens.

item	mol	TNAP inh hiacc	TNAP act hiacc	Diaphorase inh	Diaphorase act	HMGR II inh	G6PDH CS	PMI activator	TNAP inh no acc	FLuc stim CS	PMI act satM6P
1	CCOC(=O)N1CCN(C(=O)CSc2nnc(-c3ccccc3OC)o2)CC1	-6	1.1	-1	1	1	2	1	-12	1	1.1
2	Cc1ccc(-n2c(=O)cc(N3CC(C)OC(C)C3)[nH]c2=O)cc1 (stereo unspecified)	-4	1	10	0.9	-2	16	0.9	-6	1	0.8
3	Cc1cc(C(=O)CSc2nn(-c3ccccc3)c(=S)s2)c(C)n1Cc1ccco1	-5	1	29	0.7	-4	0	0.8	-11	1	0.8
4	CCCCNC(=O)N1CCN(c2ncccn2)CC1	-2	1	-7	1.1	-8	4	1	-7	1	1.1
5	O=c1[nH]c(CN2CCN(C/C=C/c3ccccc3)CC2)nc2cc(Cl)ccc12	-3	1	2	1	-1	0	1.1	2	1.1	1.1
6	O=C(NCc1ccc2[nH]c3c(c2c1)CCCC3)c1ccc(S(=O)(=O)N2CCCC2)cc1	1	1	13	0.9	-22	13	0.9	4	1	0.8
7	CCN=C1SC(CC(=O)Nc2ccc(C)cc2)C(=O)N1CC (stereo unspecified)	-6	1.1	18	0.8	-4	7	1	-12	1.1	1
8	CC(C)N1CCC(NC(=O)NC2CCCCC2)CC1	-1	1	-17	1.2	-3	2	1	-9	1	1.1
9	Cn1c(=O)c2c(nc(SCC(=O)NCc3ccco3)n2C)n(C)c1=O	-6	1.1	11	0.9	-4	-2	1	-16	1	1
10	Cc1ccc(CNC(=O)CN2C(=O)COc3ccc(C)cc32)cc1	-4	1	13	0.9	0	8	1.1	1	1	1
11	Cc1cccc(NC(=S)NN2CCN(C)CC2)c1C	0	1	-3	1	-3	3	1.1	-19	1	1.1
12	O=C(NC(=S)Nc1ccc(O)cc1)c1ccccc1Cl	-1	1	-3	1	-3	9	0.9	-1	1	0.9
13	CC(CN1CCOCC1)C(=O)c1ccccc1 (stereo unspecified)	-2	1	6	0.9	-9	6	0.9	-14	1	1
14	O=C(Nc1cccc(N=Cc2cc(Br)cc(Br)c2O)c1)c1ccco1	0	1	55*	0.4	-5	39	0.7	2	1.1	0.5
15	Cc1ccccc1Cn1cc(NC(=O)CCCn2nc([N+](=O)[O-])cc2C)cn1	-6	1.1	12	0.9	-5	4	1	-16	1.1	1
16	CCSc1nnc(NC(=O)c2cc(C)on2)s1	-4	1	19	0.8	-2	5	0.9	-12	1	1
17	Cc1ccc(C2/C(=C(\O)c3cnn(-c4ccccc4)c3C)C(=O)C(=O)N2CCN(C)C)o1 (stereo unspecified)	-4	1	18	0.8	-3	3	1.3	-10	1	1.2
18	Cc1ccc(COC(=O)c2nn(C)c(=O)c3ccccc23)cc1	-6	1.1	-1	1	-4	11	1	-13	1	1
19	Cc1ccc(NC(=O)CNC(c2ccccc2)c2ccccc2)c(F)c1	-4	1	12	0.9	-1	0	1	1	1.1	0.9
20	CC(=O)N1CN(C2CCS(=O)(=O)C2)Cc2c1sc1c2CCCC1 (stereo unspecified)	-5	1.1	5	0.9	2	1	0.9	-11	1	0.9
21	CCN1CCN(CCCNC(=O)c2cc3sccc3n2CC)CC1	-1	1	10	0.9	-3	16	0.8	-11	1	0.8
22	Cc1nc2cc(C(F)(F)F)ccc2n1C1CCN(CC(=O)NC(C)(C)C)CC1	0	1	17	0.8	0	8	1	-3	1	1
23	O=C(Nc1cnn(Cc2ccc(F)cc2)c1)C(c1ccccc1)c1ccccc1	-6	1.1	21	0.8	-6	4	0.8	8	1.1	1

Arranged by number of heavy atoms (high to low): part of the list above.
item	mol	TNAP inh hiacc	TNAP act hiacc	Diaphorase inh	Diaphorase act	HMGR II inh	G6PDH CS	PMI activator	TNAP inh no acc	FLuc stim CS	PMI act satM6P
23	O=C(Nc1cnn(Cc2ccc(F)cc2)c1)C(c1ccccc1)c1ccccc1	-6	1.1	21	0.8	-6	4	0.8	8	1.1	1
19	Cc1ccc(NC(=O)CNC(c2ccccc2)c2ccccc2)c(F)c1	-4	1	12	0.9	-1	0	1	1	1.1	0.9
14	O=C(Nc1cccc(N=Cc2cc(Br)cc(Br)c2O)c1)c1ccco1	0	1	55*	0.4	-5	39	0.7	2	1.1	0.5
21	CCN1CCN(CCCNC(=O)c2cc3sccc3n2CC)CC1	-1	1	10	0.9	-3	16	0.8	-11	1	0.8
20	CC(=O)N1CN(C2CCS(=O)(=O)C2)Cc2c1sc1c2CCCC1 (stereo unspecified)	-5	1.1	5	0.9	2	1	0.9	-11	1	0.9
13	CC(CN1CCOCC1)C(=O)c1ccccc1 (stereo unspecified)	-2	1	6	0.9	-9	6	0.9	-14	1	1
